KCC2 mod: KCC2 (human) Cl- transport modulation; KCC2 cells, thallium flux FluoZin-2 fluorescence; B-score of Tl+ flux slope (higher = more flux/activation; lower = inhibition) at 10 µM; Q9H2X9; 190,000 tested, 2.2% active;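 active = thallium flux slope and its plate-corrected score both differing from the plate sample mean at a set confidence after two filtering rounds, in either direction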;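 note: slope of fluorescence scaled to starting intensity during 10 to 20 s after thallium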
hK5 inh: kallikrein 5 (human) inhibition; inhibition, % at 5 µM; 210,000 tested, 0.59% active; recombinant hK5, fluorogenic AMC substrate cleavage; Q9Y337;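 active = inhibition of 40% or more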;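 note: 0% = enzyme controls without compound and 100% = no-enzyme blanks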
Target sequence (Q9Y337 67-293 limits assumed): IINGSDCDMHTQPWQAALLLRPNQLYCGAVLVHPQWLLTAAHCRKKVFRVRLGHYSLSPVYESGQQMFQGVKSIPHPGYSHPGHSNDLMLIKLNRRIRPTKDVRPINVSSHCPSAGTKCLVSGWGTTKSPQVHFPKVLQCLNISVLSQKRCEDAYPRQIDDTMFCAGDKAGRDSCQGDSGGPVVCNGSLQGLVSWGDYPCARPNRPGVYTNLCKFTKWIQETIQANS
Furin inhibitor: inhibitors of human furin; P09958; purified furin, fluorogenic substrate cleavage; inhibition, % at 30 µM; 220,000 tested, 0.061% active; in the data active = inhibition above about 25%; note: inactives centre near -15
14-3-3 Bad PPI: disrupts binding of bovine 14-3-3 zeta to phospho-Bad peptide; TR-FRET 14-3-3zeta/Dy647-pBad peptide displacement, 1 h; inhibition, % at 21.7 µM; P63103; 220,000 tested, 0.71% active; AID 781;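 active = inhibition above about 70%, limit read from the data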;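 note: 0% = full 14-3-3 plus peptide FRET controls and 100% = background without 14-3-3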
Target sequence (P63103 whole entry, looked up): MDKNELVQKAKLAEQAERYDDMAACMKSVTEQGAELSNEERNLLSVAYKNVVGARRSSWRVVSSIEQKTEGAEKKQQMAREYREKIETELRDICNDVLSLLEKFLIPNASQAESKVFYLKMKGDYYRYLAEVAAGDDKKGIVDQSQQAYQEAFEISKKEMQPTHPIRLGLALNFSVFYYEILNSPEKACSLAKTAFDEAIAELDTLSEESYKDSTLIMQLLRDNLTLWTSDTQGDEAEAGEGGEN
Rad51 HR inh: Rad51 (human) homologous recombination inhibition; Q06609; hRad51 DNA strand exchange, fluorescence dequenching; inhibition, % at 10 µM; 200,000 tested, 0.085% active;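 active = inhibition above 40% at the single screening dose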;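 note: 0% = DMSO control wells and 100% = blanks with heterologous ssDNA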
Target sequence (Q06609 whole entry, looked up): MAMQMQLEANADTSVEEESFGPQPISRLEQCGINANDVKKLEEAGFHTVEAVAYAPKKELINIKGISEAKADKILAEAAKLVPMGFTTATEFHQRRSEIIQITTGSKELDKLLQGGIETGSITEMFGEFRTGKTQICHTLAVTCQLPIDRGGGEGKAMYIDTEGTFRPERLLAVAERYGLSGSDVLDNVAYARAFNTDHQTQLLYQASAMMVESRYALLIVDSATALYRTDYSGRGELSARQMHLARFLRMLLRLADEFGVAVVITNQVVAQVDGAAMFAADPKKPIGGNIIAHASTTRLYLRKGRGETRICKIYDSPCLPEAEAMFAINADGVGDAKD
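Assay system: Human Rad51 nucleoprotein filaments preassembled on unlabelled ssDNA | Reagent: Donor/quencher-labelled 47-bp dsDNA substrate | Doses: One concentration, 10 µM final | Times: 37 °C 15-min filament assembly, 30-min compound preincubation, 15-min exchange | Technique: Fluorescein emission 520 nm, excitation 485 nm | Benchmarks: Plate control and blank wells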
NCF1 inh: blocks human p47phox regulatory protein of NADPH oxidases. AID 1274. p47phox/p22phox peptide binding, fluorescence polarization, 2 h. P14598. inhibition, % at 24.7 µM. 220,000 tested, 0.53% active;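 note: 0% = p47phox with labelled peptide and 100% = labelled peptide alone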
Thrombin inh: inhibitors of human thrombin; inhibition, % at 5 µM; AID 1046; alpha-thrombin, Boc-VPR-AMC fluorogenic substrate cleavage; P00734; 220,000 tested, 0.26% active;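 active = inhibition at or above 40%; inactive = inhibition below 40%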;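 note: 0% = enzyme with no compound and 100% = wells without enzyme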
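System – human alpha-thrombin · Medium – pH 7.5 Tris (50 mM) with NaCl 150 mM, Tween 20 0.05% · Compound – single-point dosing at 5 µM, 0.2% DMSO · Incubation – enzyme reaction carried out at room temperature · Technique – fluorescence of released AMC, ex 355 nm, em 460 nm · Read-out basis – % inhibition of thrombin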
EBV gp42 block: blocks Epstein-Barr virus glycoprotein 42 binding | Q1HVG2 | Fluorescence polarization binding assay, mP read-out | inhibition, % (tested at 21.74 µM) | 220,000 tested, 0.42% active | AID 1085; in the data active = inhibition above about 50%
Target sequence (Q1HVG2 whole entry, looked up): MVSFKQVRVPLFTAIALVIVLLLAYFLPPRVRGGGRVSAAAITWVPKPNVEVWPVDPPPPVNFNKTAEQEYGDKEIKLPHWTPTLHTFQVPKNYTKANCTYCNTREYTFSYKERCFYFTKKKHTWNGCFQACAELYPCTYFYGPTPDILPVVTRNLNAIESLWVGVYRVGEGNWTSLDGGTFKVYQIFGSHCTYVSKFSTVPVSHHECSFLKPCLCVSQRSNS
eIF4E 4G PPI: blocks eIF4E binding to eIF4G; P63073+Q04637; TR-FRET eIF4E-eIF4GI(517-606) binding, 2 h; inhibition, % at 21.7 µM; 220,000 tested, 0.37% active;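 note: 0% = full FRET control wells and 100% = background wells lacking eIF4GI fragment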
Active calls of the source: *; i = inactive; / = not tested or not shown; [ ] = another dose, or the depositor's remark.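 Rule for the calls, unless noted: active = inhibition above about 30% (limit read from the data); inactive = the rest.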

Value order: KCC2 mod, hK5 inh, Furin inhibitor, 14-3-3 Bad PPI, Rad51 HR inh, NCF1 inh, Thrombin inh, EBV gp42 block, eIF4E 4G PPI
CCN1CCN(C(=O)/C(C#N)=C/c2ccc(OC(F)F)cc2)CC1
→ -0.25, 1, 2, 9, -1, 5, 7, -6, -2
COC(=O)CCCC1=CC2=C(c3ccccc3)C(=O)C(C)(OC(=O)C3CCCC3)C(=O)C2=CN1C(CO)CO (stereo not drawn)
→ 0.016, 3, -19, -6, 4, -10, 0, 1, 1
CCOC(=O)c1sc(C)c2c1NC(c1ccc(Cl)cc1)NC2=O (stereo not drawn)
→ /, -4, -8[20 µM], 7, 4, -4, 1, -20, -9
Cc1csc(NC(=O)CCNS(=O)(=O)c2ccc3c(c2)c(=O)n(C)c(=O)n3C)n1
→ 0.47, -11, -11, 0, 0, -2, -1, -8, 5
COc1ccc(N2C(=O)CC(NCc3cccs3)C2=O)cc1 (stereo not drawn)
→ 0.38, -27, -11, -3, -3, -4, 0, -10, 11
COc1ccc2cc(C3(C)NC(=O)N(CC(=O)Nc4c(C)n(C)n(-c5ccccc5)c4=O)C3=O)ccc2c1 (stereo not drawn)
→ 0.23, -4, -22, 19[fluorescence artefact?], 3, 0, 12, -6, -3
CCc1cccc2c(C(=O)CSc3nncn3-c3ccccc3OC)c[nH]c12
→ -0.56, -1, -19, 5[fluorescence artefact?], 0, -19, -4, -21, -2
CN(CCCNC(=O)c1cccc(N2CCCC2=O)c1)c1ccccc1
→ /, 15, 10[20 µM], -14, -9, -9, -1, -5, -3
CC(C)(C)NS(=O)(=O)c1ccc2nc(NC(=O)c3ccc(N4C(=O)CCC4=O)cc3)sc2c1
→ -0.16, -1, -25, -1, 1, -10, -6, -15, -2
CN(C)C(=O)N(CCCN1CCOCC1)Cc1cccc2ccccc12
→ -0.83, 1, -11, 6, -10, -5, 2, -19, -1
Cc1scc(C(=O)N/N=C/c2ccco2)c1C
→ 4.3, 9, -24[20 µM], -5, -2, 0, 8, 0, -4
CC1=Nc2ccccc2/C1=C/c1sc(=S)n(-c2cccc(C(=O)O)c2)c1O
→ -3.9*, 7, -23, 16, i, -65, 6, -155, 8
Cc1cc(C(=O)Nc2c(C)nn(Cc3ccc(Cl)cc3)c2C)no1
→ 0.73, -19, -19, -24, 2, -2, 0, 1, -4
CCOCC(=O)Nc1ccccc1C(=O)O
→ /, 0, -29, 3, -4, -4, -8, -7, 1
CCOC(=O)c1c(C)oc2c1c(C(c1ccccc1)N1CCOCC1)c(O)c1ccccc12 (stereo not drawn)
→ -0.036, -14, -19[20 µM], 1, -5, 2, -8, -23, -3
COCCNC(C)C(=O)C12CC3CC(CC(C3)C1)C2 (stereo not drawn)
→ 9*, -22, -8, 10, 1, -3, 2, -18, -4
C=CCn1c(-c2ccc(S(=O)(=O)N3CCOCC3)cc2)csc1=Nc1ccccc1
→ 0.23, 0, -25[20 µM], -41[fluorescence artefact?], 1, -13, 1, -4, -38[fluorescence artefact?]
S=C(NC1CCCCC1)N1CCc2ccccc2C1
→ -0.96, -14, -16, -7, 5, -12, -6, -15, 21
O=C(N/N=C/c1cc(Br)c(Br)o1)C(O)c1ccccc1 (stereo not drawn)
→ 0.026, -17, -22, -5, -10, -10, 3, -9, 6[fluorescence artefact?]
CCc1ccccc1NC1Nc2cc(C)nn2S1 (stereo not drawn)
→ 0.079, -7, -23, -12, 34, -17, 6, 4, -2
CN(C)CCCNC(=O)c1ccc(/C=N/O)nc1
→ 0.6, 4, -40, -12, 6, 2, -13, -12, 0
O=C(O)c1ccc(S(=O)(=O)c2ccc3c(c2)C(=O)N(CC2CCCO2)C3=O)cc1 (stereo not drawn)
→ /, -36, -7, -10, -12, -15, -7, -16, -5[fluorescence artefact?]
CC(C)(C)NC(=O)CCCSc1nc2ccccc2s1
→ -2.2, 5, -12, -3, 4, 0, -7, -1, 1
COc1ccc(Cn2c(N)c(C#N)c3nc4ccccc4nc32)cc1
→ 1.3, -163, -13[20 µM], -6[fluorescence artefact?], /, -41, 13, -24, -11
O=C(CCl)c1ccc2[nH]c(=O)oc2c1
→ -0.82, -2, 1, -5, /, 4, -12, 1, 1
CCN(c1ccccc1)S(=O)(=O)c1ccc2[nH]c(=O)[nH]c2c1
→ -1.3, -1, -29, -2, -8, -43, -10, -14, 1
COc1ccc(OC)c(C2=NOC(C(=O)Nc3ccccc3SC)C2)c1 (stereo not drawn)
→ -0.56, 1, 6[20 µM], 6, 4, -10, 1, -4, 0
COc1ccc(CNc2nc(NCc3ccc(OC)cc3)n(C(=O)c3ccccc3[N+](=O)[O-])n2)cc1
→ /, -4, -10[20 µM], -4, 3, 2, -3, 14, 2
Cc1ccc(NCc2nnc(SCC(=O)N3CCc4ccccc43)n2C)cc1
→ -0.84, -9, -15, -23, -11, 7, 3, -21, 4
Cc1ccsc1C(=O)N/N=C/c1ccc([N+](=O)[O-])cc1
→ 1.2, -17, -12, -18, -4, 2, -7, 4, 9[fluorescence artefact?]
Cc1ccc(C)c(S(=O)(=O)N2CCCOC2CNC(=O)C(=O)NCCCn2ccnc2)c1 (stereo not drawn)
→ -0.48, -4, -23, -6, -4, -17, -3, 1, -3
Cc1cccc(NS(=O)(=O)c2c(C)n[nH]c2C)c1
→ 0.092, 3, -14[20 µM], -7, -2, -12, -8, -9, -6
CC(C)C(OC(=O)c1cccs1)C(=O)NCc1ccc2c(c1)OCO2 (stereo not drawn)
→ -0.96, 24, -11, 3, -6, -1, -5, 2, -1
Cc1ccc2c(c1)cc1c(=O)[nH]ncn12
→ /, 2, -25[20 µM], 1[fluorescence artefact?], /, -2, 4, -7, 2[fluorescence artefact?]
CCOc1ccc(NC2=NC(C(=O)NCc3ccccc3)CC(=O)N2)cc1 (stereo not drawn)
→ 0.45, 1, -18, 4[fluorescence artefact?], -13, -10, -4, -9, -1[fluorescence artefact?]
CCn1cc(CN2CCc3c([nH]c4ccccc34)C2c2cccc(OC)c2OC)c(C)n1 (stereo not drawn)
→ /, -7, -12, -9, 2, -4, -9, 0, 3
Nc1nnc(SCc2nc3scc(-c4ccccc4)c3c(=O)[nH]2)s1
→ -0.35, 0, -23, -4, 2, -82, -1, -46, 4
COc1ccc(-c2nn(-c3ccccc3C)cc2CNCCc2cnc[nH]2)cc1F
→ -0.19, 1, -29, -13, -2, -4, -7, 3, -5
CC(C)c1cc(C(=O)N2CCN(C(c3ccccc3)c3ccccc3)CC2)no1
→ -1.8, -8, -22, -2, /, -21, 1, -10, 6
CC(Sc1ccc2nnc(-c3ccc(F)cc3)n2n1)C(=O)O (stereo not drawn)
→ -0.26, -1, -26, 9, /, 23, -6, -19, 14

Five compounds out of the list, arranged by SMILES length, high to low.
Value order: KCC2 mod, hK5 inh, Furin inhibitor, 14-3-3 Bad PPI, Rad51 HR inh, NCF1 inh, Thrombin inh, EBV gp42 block, eIF4E 4G PPI
CCn1cc(CN2CCc3c([nH]c4ccccc34)C2c2cccc(OC)c2OC)c(C)n1 (stereo not drawn)
→ /, -7, -12, -9, 2, -4, -9, 0, 3
CCN(c1ccccc1)S(=O)(=O)c1ccc2[nH]c(=O)[nH]c2c1
→ -1.3, -1, -29, -2, -8, -43, -10, -14, 1
CC(C)C(OC(=O)c1cccs1)C(=O)NCc1ccc2c(c1)OCO2 (stereo not drawn)
→ -0.96, 24, -11, 3, -6, -1, -5, 2, -1
COc1ccc(OC)c(C2=NOC(C(=O)Nc3ccccc3SC)C2)c1 (stereo not drawn)
→ -0.56, 1, 6[20 µM], 6, 4, -10, 1, -4, 0
CN(C)CCCNC(=O)c1ccc(/C=N/O)nc1
→ 0.6, 4, -40, -12, 6, 2, -13, -12, 0

Further results follow:
Value order: KCC2 mod, hK5 inh, Furin inhibitor, 14-3-3 Bad PPI, Rad51 HR inh, NCF1 inh, Thrombin inh, EBV gp42 block, eIF4E 4G PPI
O=c1c2ccccc2nc2n1C(CSCc1ccc(Cl)cc1Cl)CS2 (stereo not drawn)
→ /, 21, -12, -8, /, -2, 6, -17, 4
Cc1ccc(S(=O)(=O)N(C)Cc2ccc(C(=O)N/N=C/c3ccc(OC(F)F)cc3OC(F)F)cc2)cc1
→ -0.28, -10, -13, 4[fluorescence artefact?], -2, -10, -5, 3, -2
Cc1csc(SCC(=O)NCc2ccccc2)n1
→ 1.3, -1, -22, 0, 3, -3, -8, -18, 0
O=C(Nc1ccc(Br)cc1)c1cccc(S(=O)(=O)Nc2cnc3ccccc3c2)c1
→ -0.58, -6, -10, 1, /, -27, 0, 0, -5
Cc1ccc(/C=C2\C(=O)Nc3ccccc32)o1
→ -1.1, -3, 9, 2, -5, -7, -13, -3, 1
C=CCC1(O)CC(c2ccco2)NC(c2ccco2)C1CCC (stereo not drawn)
→ -0.74, 26, -17[20 µM], 79*, -5, 4, -9, -6, 2[fluorescence artefact?]
O=C(NCc1cccnc1)c1cc(Sc2ccc(F)cc2F)nc2ccccc12
→ -0.036, -6, -17, -7, 4, 4, -9, -12, -7
CC1CCc2c(sc3ncn(Cc4ccc(C(=O)O)cc4)c(=O)c23)C1 (stereo not drawn)
→ /, 0, -10, 2, 0, 0, 2, -15, 3
CC(C)c1ccc(-c2nn(-c3ccccc3)cc2C2C(C#N)=C(N)OC3=C2C(=O)CC(C)(C)C3)cc1 (stereo not drawn)
→ 0.46, -10, -19[20 µM], 14, 5, -16, -1, -22, 5
CCC(C)(C)NC(=O)C(c1ccccn1)N(C(=O)c1csnn1)C1CCCCC1 (stereo not drawn)
→ 0.72, 0, -18, 6, -4, 8, -10, 1, -1
CCCC(=O)NC(C)c1nc2ccccc2n1CC (stereo not drawn)
→ 0.032, -5, 7, 8, 3, 2, -6, -7, -8
COc1ccc(C(c2nnnn2Cc2ccc(F)cc2)N2CCN(c3ccccc3)CC2)cc1 (stereo not drawn)
→ -2.9, -10, -25, -10, 0, -8, -11, 5, -1
NC(=O)CC(NC(=O)Cc1cccc2ccccc12)c1ccc(NCCc2ccccc2F)c([N+](=O)[O-])c1 (stereo not drawn)
→ 0.51, -1, -27, 10, -3, 9, -2, -17, 1
CCOc1ccccc1NC(=O)Nc1c(C)n(-c2ccccc2)c(=O)n1C
→ /, -7, -16[20 µM], -5[fluorescence artefact?], 3, -6, 2, 2, 3

Reprinted at random: six records from the list, in no set order.
Value order: KCC2 mod, hK5 inh, Furin inhibitor, 14-3-3 Bad PPI, Rad51 HR inh, NCF1 inh, Thrombin inh, EBV gp42 block, eIF4E 4G PPI
CC(C)c1ccc(-c2nn(-c3ccccc3)cc2C2C(C#N)=C(N)OC3=C2C(=O)CC(C)(C)C3)cc1 (stereo not drawn)
→ 0.46, -10, -19[20 µM], 14, 5, -16, -1, -22, 5
Cc1ccc(S(=O)(=O)N(C)Cc2ccc(C(=O)N/N=C/c3ccc(OC(F)F)cc3OC(F)F)cc2)cc1
→ -0.28, -10, -13, 4[fluorescence artefact?], -2, -10, -5, 3, -2
O=c1c2ccccc2nc2n1C(CSCc1ccc(Cl)cc1Cl)CS2 (stereo not drawn)
→ /, 21, -12, -8, /, -2, 6, -17, 4
CC1CCc2c(sc3ncn(Cc4ccc(C(=O)O)cc4)c(=O)c23)C1 (stereo not drawn)
→ /, 0, -10, 2, 0, 0, 2, -15, 3
NC(=O)CC(NC(=O)Cc1cccc2ccccc12)c1ccc(NCCc2ccccc2F)c([N+](=O)[O-])c1 (stereo not drawn)
→ 0.51, -1, -27, 10, -3, 9, -2, -17, 1
CCCC(=O)NC(C)c1nc2ccccc2n1CC (stereo not drawn)
→ 0.032, -5, 7, 8, 3, 2, -6, -7, -8
